High-throughput results from PubChem.
rTrxR1 inhibitor = rat TrxR1 inhibition; O89049; recombinant rTrxR1, NADPH fluorescence consumption, selenite substrate; Potency, µM (series often up to 114 µM), without a hit: at the highest dose activity change, negative = inhibition, actives largely listed as inhibitors; 1% of 390,000 active; AID 588453; also: potency is read from the fitted curve at half-maximal effect; % is scaled to controls: 0 for no effect and ±100 for the full control effect; nearly all actives have a fitted effect of over 65% in size
Target sequence (O89049 whole entry, looked up): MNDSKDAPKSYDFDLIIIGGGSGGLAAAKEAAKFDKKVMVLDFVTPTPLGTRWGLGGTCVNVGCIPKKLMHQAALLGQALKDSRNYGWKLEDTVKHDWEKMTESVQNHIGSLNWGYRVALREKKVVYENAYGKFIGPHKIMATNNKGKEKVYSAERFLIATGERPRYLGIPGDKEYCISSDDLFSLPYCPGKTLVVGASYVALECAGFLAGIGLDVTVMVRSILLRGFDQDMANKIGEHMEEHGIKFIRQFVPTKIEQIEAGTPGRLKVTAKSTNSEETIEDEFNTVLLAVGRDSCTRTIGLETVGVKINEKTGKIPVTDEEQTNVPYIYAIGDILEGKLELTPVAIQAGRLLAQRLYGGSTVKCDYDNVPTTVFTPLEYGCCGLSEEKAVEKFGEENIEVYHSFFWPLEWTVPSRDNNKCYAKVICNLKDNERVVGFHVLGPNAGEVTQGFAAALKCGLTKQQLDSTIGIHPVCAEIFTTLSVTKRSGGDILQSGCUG
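Rat TrxR1 (90 nM in the dispensed reagent) was pre-reduced with 400 uM NADPH for 5 min at room temperature, then incubated with compound for 15 min. After 400 uM selenite was added, NADPH fluorescence (Ex 340/Em 450 nm) was followed for 8 min.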
GLS inh = inhibitors of human glutaminase (GLS). O94925. Potency, µM (series often up to 45.5 µM), inactives show at the top dose activity change, negative = inhibition, usual class: inhibitors. 0.21% of 410,000 active. GLS enzymatic activity, qHTS titration. AID 624170; also: potency is read from the fitted curve at half-maximal effect; % is scaled to controls: 0 for no effect and ±100 for the full control effect
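hKGA in 45 mM KH2PO4 pH 8.2, 0.02% Tween-20 with pin-transferred compounds; 1 mM L-glutamine (stock) plus glutamate oxidase/HRP/Amplex Red coupling added. Fluorescence read initially and after 30 min at RT.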
mIDH1 inhibitor = blocks human mutant IDH1 R132H enzyme. 0.093% of 390,000 active. O75874. IDH1-R132H enzyme, NADPH consumption, diaphorase/resazurin fluorescence. Potency, µM (titrated, usually from 76.6 µM), inactives show at the top dose activity change, negative = inhibition, most hits filed as inhibitors. AID 602179; also: potency is read from the fitted curve at half-maximal effect; % is scaled to controls: 0 for no effect and ±100 for the full control effect; nearly all actives have a fitted effect of over 65% in size
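IDH1-R132H (0.5 ug/mL) preincubated 30 min with compound, then NADPH (0.016 mM) and alpha-KG (2 mM) added; 80 min at RT, pH 7.5. Remaining NADPH coupled via diaphorase/resazurin to fluorescence (540/590 nm); concentration-response curves normalized to no-enzyme control.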
Tb PGK inh = T. brucei PGK inhibition; P07378; PGK/GAPDH coupled, Kinase-Glo luminescence, 60 min; Potency, µM (top dose mostly 57.5 µM), without a hit: at the top dose activity change, negative = inhibition, hits mostly inhibitors; 0.043% of 380,000 active; AID 602233; also: potency is read from the fitted curve at half-maximal effect; % is scaled to controls: 0 for no effect and ±100 for the full control effect; nearly all actives have a fitted effect of over 60% in size
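Recombinant glycosomal PGK reaction used 1,3-bisphosphoglycerate generated in-well by GAPDH (100nM final) in 100mM TEA pH 7.6, 5mM MgCl2, 0.01% Tween-20. After 60 minutes at room temperature, ATP was read by Kinase-Glo Plus luminescence end-point.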
HP1b chromo inh = HP1-beta chromodomain-methylated histone interaction inhibition; P83916; AlphaScreen HP1-beta / biotin-H3K9me3 peptide binding; Potency, µM (titrated, usually from 114 µM), for the others: top-dose activity change, negative = inhibition, most hits filed as inhibitors; 0.56% of 390,000 active; also: potency is read from the fitted curve at half-maximal effect; nearly all actives have a fitted effect of over 70% in size; inactives centre near 23
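Compound inhibition of the preformed complex between 50 nM HP1-beta and 50 nM biotinylated H3K9me3 peptide was read by AlphaScreen. Buffer was PBS pH 7.4 with 0.01% Tween-20. Incubations ran 30 min at room temperature, with 10 ug/mL donor/acceptor beads.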
USP1 inh = USP1/UAF1 (human) deubiquitinase inhibition. recombinant USP1/UAF1, Ub-Rhodamine cleavage fluorescence. Potency, µM (highest dose often 57.1 µM), for inactives: at the highest dose activity change, negative = inhibition, most hits filed as inhibitors. 0.23% of 390,000 active; also: potency is read from the fitted curve at half-maximal effect; % is scaled to controls: 0 for no effect and ±100 for the full control effect; nearly all actives have a fitted effect of over 60% in size; inactives centre near -12
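In this screen, compounds sit with the deubiquitinase complex (1nM) for 15 min at room temperature before Ub-Rho is added at 150nM final. Fluorescence rise is then followed for 6 reads every 60 seconds.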
TrxR1 substrate = rat thioredoxin reductase 1 substrate activity. Potency, µM (doses to about 114 µM), for the others: top-dose activity change, negative = substrate turnover. 0.01% of 390,000 active. purified TrxR1 substrate turnover, NADPH consumption readout. O89049. AID 588456; also: potency is read from the fitted curve at half-maximal effect; % is scaled to controls: 0 for no effect and ±100 for the full control effect; nearly all actives have a fitted effect of over 50% in size
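Rat TrxR1, dispensed at 90 nM, was prereduced with 400 uM NADPH (final) for 5 min at ~22 deg C, then incubated with compound 15 min before 400 uM selenite. A first-read NADPH fluorescence drop versus no-compound background flagged substrates.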
Pin1 inh = human Pin1 inhibition; Q13526; Pin1 FP peptide displacement, HiFluor488, 10 min; Potency, µM (highest dose often 115 µM), inactives show top-dose activity, negative = inhibition, usual class: inhibitors; 0.009% of 390,000 active; AID 504891; active = well fitted inhibition curve with a large enough effect in the polarisation, with a control signal flat, not every such curve was filed as active; inconclusive = small, poorly fitted or top-dose-only effect, or effect the other way, or a change in a side signal; inactive = no such curve, though single readings can be large or run the other way; the % refers to the polarisation; also: potency is read from the fitted curve at half-maximal effect; % is scaled to controls: 0 for no effect and ±100 for the full control effect
PI4K2A inh = blocks human PI4K2A kinase activity; activity change, negative = inhibition, % at 76.9 µM; purified PI4K2A, ADP-Glo luminescence, 1 h; hits give low values; AID 1346378; Q9BTU6; 0.13% of 420,000 active; in the data active = activity change below about -50%; inconclusive = mostly about -30% to -49%;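 also: -100% = wells without enzyme as full effect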
Target sequence (Q9BTU6 whole entry, looked up): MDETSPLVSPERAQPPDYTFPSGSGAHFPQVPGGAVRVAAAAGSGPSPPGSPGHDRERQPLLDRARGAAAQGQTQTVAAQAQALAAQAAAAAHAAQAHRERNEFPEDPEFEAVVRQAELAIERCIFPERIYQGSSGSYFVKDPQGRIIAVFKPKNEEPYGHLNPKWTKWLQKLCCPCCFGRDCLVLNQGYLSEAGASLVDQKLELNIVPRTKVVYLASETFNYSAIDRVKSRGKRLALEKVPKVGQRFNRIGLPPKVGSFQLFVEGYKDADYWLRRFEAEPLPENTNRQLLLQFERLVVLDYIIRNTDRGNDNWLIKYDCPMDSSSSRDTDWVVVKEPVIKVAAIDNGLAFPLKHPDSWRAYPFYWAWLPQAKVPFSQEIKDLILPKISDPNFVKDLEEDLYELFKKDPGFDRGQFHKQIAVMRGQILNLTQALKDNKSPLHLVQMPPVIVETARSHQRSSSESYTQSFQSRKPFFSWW
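ADP-Glo luminescence measured ADP generated by PI4K2A enzyme (4 ug/mL before mixing) with 1.2 mM PI substrate (pre-mix) and 300 microM ATP (pre-mix). Tris pH7.5 buffer with MgCl2, Triton X-100; 1 h reaction at ambient temperature.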
* = called active by the depositor; i = inactive; ? = inconclusive; nt = no result given; & = joins results of further samples; [ ] = dose if it differs, or a comment. Unless noted, calls follow the shape of the dose curve; as a rule, active = well fitted curve in the direction sought with a large enough effect; inconclusive = small, poorly fitted or top-dose-only effect, or another doubt; inactive = no such curve, though single readings can be large; an effect the other way counts as inactive or inconclusive. This is a subset; count on the stated rates, not on these rows.

smiles | rTrxR1 inhibitor | GLS inh | mIDH1 inhibitor | Tb PGK inh | HP1b chromo inh | USP1 inh | TrxR1 substrate | Pin1 inh | PI4K2A inh
Cc1ccc(Cn2ccnc2SCC(=O)NCc2ccccc2)cc1 | 11.4%[57.1 µM] | -1.1% | 4.8% | -5.3% | 9.5%[57 µM] | ? | 0.0%[57.1 µM] | -4.1% | -3.7
CCOc1ccc(OCC)c(NC(=O)c2nnn(CC(=O)Nc3ccc(C)cc3C)c2N)c1 | 27.4% | 4.0% | -1.9% | -3.0% | 1.7% | -31.3% | 5.0% | -2.2% | 0.5
CC(=O)N(CCN(C)C)c1nc2cc3c(cc2s1)OCCO3 | 15.8% | 2.5% | -8.9% | 8.4% | 34.6% | -0.5% | 0.1% | 1.2% | 1.9
CCOc1ccc(N(CC(=O)Nc2ccc(C)c(F)c2)C2=NC3CS(=O)(=O)CC3S2)cc1 (centres undefined) | -23.3% | -1.8% | -3.1% | 1.2% | 30.9% | -19.4% | -9.2% | 7.8% | 10.2
CC(NC(=O)c1ccc([N+](=O)[O-])cc1[N+](=O)[O-])c1ccc(-c2ccccc2)cc1 (centres undefined) | 6.9% | 3.2% | -1.2% | -0.6% | 15.4% | 0.4% | -1.5% | 9.1% | -0.7
C=CC1C(OC2OC(CO)C(O)C(O)C2O)OC=C(C(=O)OC)C1CC1CC(=O)CC(CC(=O)CCc2ccc(O)cc2)O1 (centres undefined) | 11.7%[57.1 µM] | 11.2% | 10.9% | i | 23.6% | -14.5% | 4.8%[57.1 µM] | -1.1% | -4.1
F[B-](F)(F)COc1ccccc1 | 8.2% | 1.0% | -12.9% | -1.5% | 14.7% | -1.0% | -1.8% | 2.1% | -1.2
COc1ccc(C(=O)Nc2ccc(-c3nc4ccccc4s3)c(Cl)c2)cc1Cl | 6.1% | 5.2% | -9.6% | 3.9% | 38.8% | 0.0% | 15.1% | 9.3% | -0.4
CCOc1ccccc1Oc1coc2cc(OC)ccc2c1=O | 6.2% | 10.6% | 0.8% | 10.1% | 39.4% | -8.7% | 2.3% | -2.5% | 0.0
Cc1ccc(SCC(=O)N/N=C/c2ccco2)cc1 | 24.1%[2.29 µM] | 1.8% | 5.2% | 1.2% | 5.4% | -8.9% | -1.3%[11.4 µM] | 1.0% | 4.8
COc1ccc(C(=O)NCC2CCCN2S(=O)(=O)c2ccccc2)cc1OC (centres undefined) | nt | -4.7% | 8.1% | i | nt | -21.1% | nt | nt | -2.9
O=C(N/N=C\c1c(O)ccc2ccccc12)c1ccc(Cn2cccn2)o1 | -16.5% | 6.6% | 2.4% | 9.6% | 40.1%[activator] | -18.7% | -7.0% | ? | 5.5
O=C(Cn1nc(C(=O)O)c2ccccc2c1=O)Nc1cccc(Br)c1 | 12.9% | -7.1% | -7.3% | -0.5% | 10.4% | -26.1% | 3.6% | 1.3% | 0.0
CCOc1ccc(-c2[nH]nc3c2C(c2cccnc2)C(C#N)=C(N)O3)cc1 (centres undefined) | 1.3% | 25.1% | 5.5% | 2.3% | 21.4% | -4.5% | 9.8% | 2.4% | 0.0
O=C(COc1ccccc1)NCCc1csc(-c2cccc(F)c2)n1 | -13.2%[57.1 µM] | 4.1% | 28.0% | -2.0% | 18.4%[57 µM] | -28.4% | -8.5%[57.1 µM] | -10.4% | 4.3
Cc1cc(NO)nc(-c2ccc(Br)cc2)n1 | -13.1%[57.1 µM] | 34.9%[activator] | 0.6% | i | ? | -6.9% | -4.0%[57.1 µM] | 2.5% | 11.7
CCn1nc(C)c(NS(=O)(=O)c2ccccc2)c1C | 9.8% | 23.1% | 1.6% | 2.5%[11.5 µM] | 16.2% | -7.5% | 6.9% | 4.1% | 2.0
CN1CCc2c(sc3c2c(=O)n(-c2ccccc2)c2nnc(SCc4ccc(F)cc4)n32)C1 | 7.1% | 1.9% | 1.5% | i | 16.4%[57 µM] | -13.3% | -0.4% | 2.5% | 4.2
CCCS(=O)(=O)Nc1c(C(=O)OC)[nH]c2ccccc12 | -4.7% | 0.9% | 4.7% | -4.7% | 23.8% | -16.4% | -1.9% | 53.7%[activator] | -3.8
Cc1cc(C(F)(F)F)c(C#N)c(Sc2ccccc2)n1 | -5.1% | -12.8% | 12.0% | -3.6% | 155.6%[activator] | -8.1% | -1.7% | 1.9% | 9.9
C1CCN=C(Nc2nc3c(s2)CCCC3)CC1 | 15.0% | 0.7% | 5.0% | nt | 0.0% | -8.6% | -2.8%[57.1 µM] | ? | 1.3
Cc1sc(N=Nc2ccc(N(C)C)cc2)[n+]([O-])c1C | nt | 8.4% | -0.2% | ? | nt | -18.8% | nt | nt | -28.5
Cc1c(NC(=O)C(C)OC(=O)c2ccccc2O)c(=O)n(-c2ccccc2)n1C (centres undefined) | 10.4% | 3.0% | 4.3% | -7.1% | 26.2% | -5.3% | -1.1% | 2.6% | 2.7
Cc1ccc(N2CN(CCC3=CCCCC3)CNC2=S)cc1 | -0.5% | -19.6% | -5.1% | -3.1% | 27.8% | -12.9% | -8.3% | 0.3% | -2.7
COc1ccccc1NC(=S)N1CCN(c2nc(-c3ccccc3)cs2)CC1 | 37.6%[57.1 µM] | -17.9% | 3.3% | -0.8% | -22.9% | ? | 6.0%[57.1 µM] | 51.3%[activator] | 2.3
Cc1ccc(NC(=O)CCC(=O)N/N=C/c2cccs2)cc1 | 1.3% | -13.8% | 4.0% | nt | 15.4% | -10.1% | -2.3% | 15.2% | 3.9
C[C@@H]1CCCCCCCCC(=O)OCCN(C(=O)OC(C)(C)C)[C@H](C)CCCCCCCCC(=O)OCCN(C(=O)OC(C)(C)C)[C@H](C)CCCCCCCCC(=O)OCCN1C(=O)OC(C)(C)C | 12.8% | 2.0% | 9.5% | -2.0% | 64.3%[activator] | -26.5% | 1.8% | -3.5% | 3.9
Cc1nc(-c2ccc(F)cc2)c(CC(=O)N2CCN(S(=O)(=O)c3cccc(F)c3)CC2)s1 | -2.6% | -11.3% | 10.1% | -2.2% | 32.5% | -18.4% | -9.6% | 17.3% | -2.1
O=C(Nc1ccc(C(F)(F)F)cc1)N1CCN(c2ccnc3cc(Cl)ccc23)CC1 | 72.3%[57.1 µM] | -9.5% | 6.9% | -4.8% | 24.6% | -19.3% | -4.5%[11.4 µM] | 2.0% | -2.8
N/C(=N\OC(=O)c1ccccc1Cl)c1ccccc1 | 10.8% | 8.5% | 10.1% | ? | 148.7%[activator] | 2.2% | -0.1% | -6.0% | -11.6
c1ccc(CN(Cc2ccccc2)Cc2nnc(-c3cc4ccccc4[nH]3)s2)cc1 | -9.9%[57.1 µM] | -7.8% | nt | -7.4% | 48.8%[activator] | nt | 45.2% | 12.4%&38.3% | 1.6
Cc1noc(C)c1S(=O)(=O)N(C)C[C@H]1Oc2c(NC(=O)Nc3ccc4c(c3)OCO4)cccc2C(=O)N([C@H](C)CO)C[C@@H]1C | 2.0% | 16.2% | -4.9% | 2.4% | 20.7% | -19.9% | -0.9% | 0.4% | 0.1
COc1ccc(C(=O)CCC(C)(C)[N+](=O)[O-])cc1 | 7.1%[57.1 µM] | -0.1% | 3.9% | -5.8% | 42.3% | -10.3% | -14.4% | 8.7% | 2.9
CCCOc1cc(C)c(S(=O)(=O)NCCOC)cc1C | 27.2% | 14.0% | 2.3% | -0.9% | 26.8% | 2.1% | 6.2% | -0.3% | -0.6
O=C1N(CC(=O)N2CCc3ccccc32)CCN1Cc1ccc(Cl)cc1 | 29.4%[57.1 µM] | 5.4% | 5.5% | -2.5% | -2.3% | -12.3% | 12.2%[57.1 µM] | -2.0% | 4.8
COCCCn1c(=N)c(C(=O)NCc2ccc3c(c2)OCO3)cc2c(=O)n3ccccc3nc21 | 3.6% | 8.4% | 2.5% | -4.0% | 1.6% | -12.6% | 32.4% | 14.7% | -3.2
Nc1cc(N)nc(SCC(=O)Nc2ccccc2)n1 | -6.7% | -0.3% | 0.5% | -5.5% | 46.8%[activator] | -6.8% | -1.4% | -1.1% | 0.4
Cc1cc(C)n(-c2ccc(NC(=O)C3CCN(Cc4cc(C)c(C)o4)CC3)cc2)n1 | ? | 3.1% | -2.9% | -6.9% | 0.4% | -12.1% | -10.2% | -0.4% | -0.3
CCOC(=O)N1CCc2c(sc(NC(=O)Cc3ccccc3)c2C(=O)c2ccc(OC)cc2)C1 | 22.0% | 1.2% | 2.9% | -4.4% | 6.7% | -14.3% | 5.9% | 2.3% | 2.6
O=C(c1ccncc1)N1CCN(c2cc(-c3ccccc3)nc3cc(-c4cccc(Cl)c4)nn23)CC1 | nt | -5.7% | -2.8% | -1.6% | nt | ? | nt | nt | -2.5
COc1ccc(N(CC(=O)NCCc2ccc(C)cc2)S(=O)(=O)c2c(C)nn(C)c2C)cc1 | 10.6% | 8.1% | -7.6% | 3.5% | 30.8% | -13.4% | -0.1% | -0.2% | 0.7
Cc1ccc(OCC(=O)NC(=S)Nc2ccc(S(=O)(=O)Nc3cc(C)on3)cc2)c(Br)c1 | -9.7% | 5.5% | 4.9% | -7.7% | 5.5% | -6.9% | -3.9% | 13.1% | -2.6
CCC(NS(=O)(=O)c1cccs1)c1ccc(C)cc1 (centres undefined) | 6.3% | -5.9% | 10.9% | -4.4% | 31.3%[activator] | -20.7% | -1.8% | -4.4% | 8.0
